High-throughput results from PubChem.
MsrA inhibitor = bovine MsrA enzyme inhibitors, primary screen, biochemical, absorbance, HTS | Methionine sulfoxide reductase A (Bos taurus) | inhibition, % at 15.5 µM | actives 0.75% (n = 360,000) | purified bovine MsrA, absorbance read-out; in the data active means inhibition above about 4.5%;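 further: 0% = vehicle wells with enzyme and 100% = reference inhibitor wells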
SKN-1 block = suppressors of acrylamide-induced Pgst-4::GFP reporter in worms, primary screen, SKN-1 inhibitor project, whole organism, uHTS, GFP/RFP fluorescence ratio, strain VP596; C. elegans VP596 Pgst-4::GFP/RFP ratio, 24 h; inhibition, % at 21.8 µM; actives 0.49% (n = 360,000); AID 624304, 2012;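 active means interference check ratio from 0.5 to 1.5 plus GFP to RFP signal ratio inhibition reaching or exceeding a fixed threshold, cut at about 30% in these data, passing the limit was not always enough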; further: some compounds called inactive have numbers as strong as hits
NRP1-CendR mod = modulators of CendR peptide binding to NRP-1, primary screen, biochemical, fluorescence polarization, uHTS; actives 0.85% (n = 360,000); FAM-RPARPAR peptide binding to NRP-1; inhibition, % at 25 µM;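 active means inhibition or corrected inhibition above about 18%, plus a signal ratio from 0.5 to 1.5, limit read from the data, passing the limit was not always enough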; further: strong numbers were not always called active
Rin1 Abl inh = inhibitors of Rin1-Abl protein binding, primary screen, biochemical, TR-FRET. AID 588664, 2011. inhibition, % at 7.35 µM. actives 0.4% (n = 360,000); in the data active means inhibition above about 5%, passing the limit was not always enough
MT1-MMP act inh = blockers of MT1-MMP proenzyme processing, primary screen, HT1080 RFP-PRO-GFP cells, GFP/RFP fluorescence. Matrix metalloproteinase-14 (Homo sapiens), P50281. GFP/RFP ratio fluorescence, overnight; percent of plate control window, DMSO zero. GFP/RFP ratio change, % at 20 µM. actives 0.061% (n = 360,000);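 active means GFP/RFP ratio change of at least 30% with cell ATP level not reduced by more than half and red fluorescence within 50% of control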; further: strong numbers were not always called active
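Compound: 20 µM single dose, 1% DMSO / System: HT1080 RFP-PRO-GFP cells / Controls: DMSO and RFP-L50D-GFP cell wells / Read-out basis: GFP/RFP fluorescence ratio / Schedule: overnight compound exposure at 37 °C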
FAS TE block = FAS thioesterase domain inhibitors, primary screen, biochemical, fluorescence intensity, uHTS; recombinant FAS-TE, OMFH fluorogenic substrate, fluorescence endpoint; inhibition, % at 15 µM; actives 0.67% (n = 360,000);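 active means compounds whose normalised, plate-corrected inhibition of enzyme fluorescence in the single-dose primary screen is 50% or more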;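 further: 0% = DMSO with enzyme and 100% = substrate without enzyme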
E coli Lon inh = inhibitors of E. coli Lon protease, primary screen, biochemical, fluorescence polarization; P0A9M0; purified E. coli Lon protease; inhibition, % at 7.94 µM; actives 0.42% (n = 360,000); in the data active means inhibition above about 13%, passing the limit was not always enough;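 further: 0% = enzyme with probe and DMSO and 100% = no enzyme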
MsrA act = bovine MsrA enzyme activators, primary screen, biochemical, absorbance, HTS. AID 602163, 2012. activation, % at 10.6 µM. purified bovine MsrA, absorbance read-out. actives 0.3% (n = 360,000). Methionine sulfoxide reductase A (Bos taurus); in the data active means activation above about 7.5%;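 further: 0% = vehicle and 100% = reference activator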
Neddyl block = inhibitors of cullin neddylation, primary screen, biochemical, TR-FRET, uHTS, NAE and Ubc12 | NEDD8-conjugating enzyme Ubc12 (Homo sapiens) + NEDD8-activating enzyme E1 regulatory … | actives 0.58% (n = 360,000) | calls only at 25 µM; in the data active means inhibition above about 36%
* marks the source's active call; other numbers are inactive results. Rows are unselected (roughly 4.2% active in at least one column).

COc1cccc(NC(=S)NN2C(C)CCCC2C)c1 (configuration not stated) was read as MsrA inhibitor -0.3, SKN-1 block 13, NRP1-CendR mod 4, Rin1 Abl inh 7, MT1-MMP act inh -6, FAS TE block -5, E coli Lon inh -7, MsrA act -2 and Neddyl block inactive.
CCOC(=O)CN1C(c2ccc(O)cc2)Nc2ccc(Br)cc2C1c1ccccc1 (configuration not stated) was read as MsrA inhibitor 2.3, SKN-1 block 5, NRP1-CendR mod 3, Rin1 Abl inh -2, MT1-MMP act inh 0, FAS TE block 32, E coli Lon inh 2, MsrA act -8 and Neddyl block inactive.
Screening COc1ccc(S(=O)(=O)N2CCC(C(=O)N[C@@H](C)C(=O)NCc3ccncc3)CC2)cc1 returned MsrA inhibitor -0.2, SKN-1 block 2, NRP1-CendR mod 0, Rin1 Abl inh 2, MT1-MMP act inh -2, FAS TE block -6, E coli Lon inh -1, MsrA act -11 and Neddyl block inactive.
For CCNC(=O)NC(=O)COC(=O)CNC(=O)COc1ccccc1 the results were MsrA inhibitor 0.1, SKN-1 block 12, NRP1-CendR mod 11, Rin1 Abl inh 3, MT1-MMP act inh 0, FAS TE block -7, E coli Lon inh -3, MsrA act 2 and Neddyl block inactive.
For Cc1ccc(/C=C2\SC(=S)N(C3CCS(=O)(=O)C3)C2=O)o1 (configuration not stated) the results were MsrA inhibitor -0.8, SKN-1 block 5, NRP1-CendR mod -53, Rin1 Abl inh 0, MT1-MMP act inh 8, FAS TE block -3, E coli Lon inh 2, MsrA act -15 and Neddyl block inactive.
For COc1ccc(N=Cc2cccc(C)c2O)cc1Cl the results were MsrA inhibitor -0.9, SKN-1 block -3, NRP1-CendR mod -5, Rin1 Abl inh -3, MT1-MMP act inh 0, FAS TE block 4, E coli Lon inh -3, MsrA act -1 and Neddyl block inactive.
O=C(Nc1cccc(NC(=O)c2cccs2)c1)c1ccc(F)cc1 was read as MsrA inhibitor -0.9, SKN-1 block -8, NRP1-CendR mod 13, Rin1 Abl inh 2, MT1-MMP act inh 0, FAS TE block 6, E coli Lon inh -6, MsrA act -3 and Neddyl block inactive.
`COC(=O)[C@H](CC(C)C)NC(=O)N1CCCCC1C` (some centres not stated) gave MsrA inhibitor -0.7, SKN-1 block -7, NRP1-CendR mod 6, Rin1 Abl inh 4, MT1-MMP act inh -1, FAS TE block -6, E coli Lon inh 2, MsrA act -5 and Neddyl block inactive.
`Cc1ccc(C(CNS(=O)(=O)c2ccc(F)cc2C)N2CCN(C)CC2)cc1` (configuration not stated) gave MsrA inhibitor -1.4, SKN-1 block -3, NRP1-CendR mod 10, Rin1 Abl inh 3, MT1-MMP act inh -4, FAS TE block -4, E coli Lon inh 4, MsrA act -4 and Neddyl block inactive.
CN(C)S(=O)(=O)c1ccc(NC(=O)CCNC(=O)c2ccc([N+](=O)[O-])cc2)cc1 was read as MsrA inhibitor -0.6, SKN-1 block 7, NRP1-CendR mod -1, Rin1 Abl inh 2, MT1-MMP act inh 2, FAS TE block 20, E coli Lon inh -1, MsrA act -2 and Neddyl block inactive.
CC(=O)Nc1ccc(OC(=O)c2ccc(Br)c([N+](=O)[O-])c2)cc1 was read as MsrA inhibitor -0.8, SKN-1 block 0, NRP1-CendR mod -1, Rin1 Abl inh 1, MT1-MMP act inh 1, FAS TE block 8, E coli Lon inh -5, MsrA act -7 and Neddyl block inactive.
CN(c1ccc(C(=O)N2CCN(c3ccc(F)cc3)CC2)cc1)S(C)(=O)=O was read as MsrA inhibitor -1.4, SKN-1 block -1, NRP1-CendR mod 15, Rin1 Abl inh -2, MT1-MMP act inh 8, FAS TE block -3, E coli Lon inh -10, MsrA act -2 and Neddyl block inactive.
CCCc1nnc(SCC(=O)N2CCOCC2)n1CC1CCCO1 (configuration not stated) was read as MsrA inhibitor 0.4, SKN-1 block 0, NRP1-CendR mod 2, Rin1 Abl inh 4, MT1-MMP act inh 0, FAS TE block -8, E coli Lon inh -4, MsrA act -9 and Neddyl block inactive.
Screening Cc1cc(C)nc(SCC(=O)NNS(=O)(=O)c2ccc(C#N)cc2)n1 returned MsrA inhibitor -0.8, SKN-1 block -12, NRP1-CendR mod -2, Rin1 Abl inh 1, MT1-MMP act inh 3, FAS TE block -8, E coli Lon inh -13, MsrA act -4 and Neddyl block inactive.
`CCCCCC(=O)OCCc1c(C)nc2nc[nH]n2c1=O` gave MsrA inhibitor 0.2, SKN-1 block 3, NRP1-CendR mod 1, Rin1 Abl inh 1, MT1-MMP act inh 10, FAS TE block -2, E coli Lon inh -3, MsrA act -1 and Neddyl block inactive.
O=C(c1n[nH]c2ccccc12)N1CCCCC1 was read as MsrA inhibitor 0.3, SKN-1 block 2, NRP1-CendR mod -6, Rin1 Abl inh -3, MT1-MMP act inh -1, FAS TE block -5, E coli Lon inh 0, MsrA act -2 and Neddyl block inactive.
CCc1nnc(NC(=O)CCn2cnc3ccccc3c2=O)s1 was read as MsrA inhibitor -0.2, SKN-1 block -3, NRP1-CendR mod 0, Rin1 Abl inh 1, MT1-MMP act inh 2, FAS TE block -5, E coli Lon inh -2, MsrA act -3 and Neddyl block inactive.
Cc1nc(C)c(C(=O)Nc2cccc(Cl)c2)o1 was read as MsrA inhibitor 1.0, SKN-1 block 6, NRP1-CendR mod -2, Rin1 Abl inh -1, MT1-MMP act inh -3, FAS TE block -2, E coli Lon inh -10, MsrA act -2 and Neddyl block inactive.
Screening Cc1cc(C)n(-c2nc(-c3ccc(Cl)c(Cl)c3)cs2)n1 returned MsrA inhibitor 2.7, SKN-1 block 1, NRP1-CendR mod -2, Rin1 Abl inh 0, MT1-MMP act inh -2, FAS TE block 12, E coli Lon inh -9, MsrA act -3 and Neddyl block inactive.
`CC(=O)c1cccc(NC(=O)CO/N=C2/CCCc3nonc32)c1` gave MsrA inhibitor 0.1, SKN-1 block -7, NRP1-CendR mod -3, Rin1 Abl inh 1, MT1-MMP act inh -1, FAS TE block -1, E coli Lon inh 0, MsrA act -4 and Neddyl block inactive.
Screening COc1ccc(C(=O)N2CCOCC2)cc1Br returned MsrA inhibitor -0.1, SKN-1 block -18, NRP1-CendR mod 4, Rin1 Abl inh 2, MT1-MMP act inh 0, FAS TE block -7, E coli Lon inh -3, MsrA act -3 and Neddyl block inactive.
For O=C(COC(=O)Cc1ccc(S(=O)(=O)N2CCOCC2)s1)Nc1ccc(F)cc1F the results were MsrA inhibitor 0.6, SKN-1 block -1, NRP1-CendR mod 5, Rin1 Abl inh 1, MT1-MMP act inh -2, FAS TE block -2, E coli Lon inh -16, MsrA act -3 and Neddyl block inactive.
Cc1onc(-c2ccccc2Cl)c1C(=O)Nc1ccccc1N1CCOCC1 was read as MsrA inhibitor -1.3, SKN-1 block 24, NRP1-CendR mod -9, Rin1 Abl inh -2, MT1-MMP act inh -5, FAS TE block 8, E coli Lon inh 3, MsrA act 0 and Neddyl block inactive.
Oc1ccccc1OCCOc1ccccc1OCCOc1ccccc1O was read as MsrA inhibitor 0.7, SKN-1 block 1, NRP1-CendR mod -12, Rin1 Abl inh 0, MT1-MMP act inh 13, FAS TE block 18, E coli Lon inh 2, MsrA act -4 and Neddyl block inactive.
For Brc1cccc(CNCc2ccncc2)c1 the results were MsrA inhibitor -0.5, SKN-1 block 17, NRP1-CendR mod 16, Rin1 Abl inh 0, MT1-MMP act inh -1, FAS TE block -6, E coli Lon inh -4, MsrA act 0 and Neddyl block inactive.
`Cc1cccc(NC(=O)CC2(CC(=O)O)CCCC2)c1` gave MsrA inhibitor 0.1, SKN-1 block 4, NRP1-CendR mod 2, Rin1 Abl inh 2, MT1-MMP act inh 5, FAS TE block -5, E coli Lon inh -7, MsrA act -1 and Neddyl block inactive.
For CCc1cccc(C)c1NC(=O)Cn1nc(C)n2cccc2c1=O the results were MsrA inhibitor 0.8, SKN-1 block 12, NRP1-CendR mod 5, Rin1 Abl inh 2, MT1-MMP act inh -1, FAS TE block -6, E coli Lon inh -7, MsrA act -3 and Neddyl block inactive.
CC(=O)c1ccc2c(c1)N(Cc1ccccc1Cl)C(=O)C(C)S2 (configuration not stated) was read as MsrA inhibitor 1.1, SKN-1 block 4, NRP1-CendR mod -6, Rin1 Abl inh 2, MT1-MMP act inh 1, FAS TE block 22, E coli Lon inh 3, MsrA act -6 and Neddyl block inactive.
Screening CNC(=O)c1cc(Nc2nnc(-c3ccc(O)cc3)c3ccccc23)ccc1OC returned MsrA inhibitor 2.5, SKN-1 block -6, NRP1-CendR mod -7, Rin1 Abl inh -2, MT1-MMP act inh 12, FAS TE block -2, E coli Lon inh -11, MsrA act -4 and Neddyl block inactive.
`Cc1ccnc(NS(=O)(=O)c2ccc(NC(=O)CN3C(=O)CCC3=O)cc2)n1` gave MsrA inhibitor -1.6, SKN-1 block 8, NRP1-CendR mod 2, Rin1 Abl inh 1, MT1-MMP act inh -2, FAS TE block -4, E coli Lon inh -5, MsrA act -4 and Neddyl block inactive.
For C=CCn1c(=O)c2ccccc2n2c(Sc3nnnn3-c3ccccc3)nnc12 the results were MsrA inhibitor -0.1, SKN-1 block 17, NRP1-CendR mod 7, Rin1 Abl inh -5, MT1-MMP act inh 0, FAS TE block 0, E coli Lon inh 0, MsrA act -6 and Neddyl block inactive.
For Cc1cc(C)c2c(N)c(C(=O)c3ccccc3)oc2n1 the results were MsrA inhibitor 1.2, SKN-1 block 4, NRP1-CendR mod -4, Rin1 Abl inh 3, MT1-MMP act inh 1, FAS TE block 1, E coli Lon inh 1, MsrA act -1 and Neddyl block inactive.
`CCc1nc(N=Nc2c(O)[nH]c3ccccc23)c2c3c(sc2n1)CCC3` gave MsrA inhibitor -0.7, SKN-1 block 14, NRP1-CendR mod 18, Rin1 Abl inh -3, MT1-MMP act inh -4, FAS TE block -3, E coli Lon inh 3, MsrA act 0 and Neddyl block inactive.
CCN1CCN(CCNC(=O)c2ccc3c(c2)NC(=O)/C(=C\c2cccc(Cl)c2)S3)CC1 was read as SKN-1 block -4, NRP1-CendR mod -7, Rin1 Abl inh -3, MT1-MMP act inh 5, FAS TE block 1, E coli Lon inh -13, MsrA act -3 and Neddyl block inactive.
For CC(C)(C)c1ccc(C(=O)Nc2c3c(nn2C(C)(C)C)CS(=O)(=O)C3)cc1 the results were MsrA inhibitor 0.1, SKN-1 block -3, NRP1-CendR mod 0, Rin1 Abl inh 0, MT1-MMP act inh 0, FAS TE block 2, E coli Lon inh 1, MsrA act -5 and Neddyl block inactive.

Grouped by structure: the entries above with two or more sulfur atoms.
For Cc1ccc(/C=C2\SC(=S)N(C3CCS(=O)(=O)C3)C2=O)o1 (configuration not stated) the results were MsrA inhibitor -0.8, SKN-1 block 5, NRP1-CendR mod -53, Rin1 Abl inh 0, MT1-MMP act inh 8, FAS TE block -3, E coli Lon inh 2, MsrA act -15 and Neddyl block inactive.
Screening Cc1cc(C)nc(SCC(=O)NNS(=O)(=O)c2ccc(C#N)cc2)n1 returned MsrA inhibitor -0.8, SKN-1 block -12, NRP1-CendR mod -2, Rin1 Abl inh 1, MT1-MMP act inh 3, FAS TE block -8, E coli Lon inh -13, MsrA act -4 and Neddyl block inactive.
For O=C(COC(=O)Cc1ccc(S(=O)(=O)N2CCOCC2)s1)Nc1ccc(F)cc1F the results were MsrA inhibitor 0.6, SKN-1 block -1, NRP1-CendR mod 5, Rin1 Abl inh 1, MT1-MMP act inh -2, FAS TE block -2, E coli Lon inh -16, MsrA act -3 and Neddyl block inactive.
